SDO1 yeast rescue: compounds rescuing growth of sdo1-depleted yeast, bone marrow failure model | S. cerevisiae sdo1-depleted JHY4D growth rescue, OD600 30 h; active compounds read high; pdr5 snq2 efflux-pump mutant strain | z-score at 10 µM | hit rate 0.21% among 140,000 | AID 817;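 active means z-score above 3 at both the 24 hr and the 30 hr optical density reads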;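 further: z-score against mean and SD of all compound wells on the same plate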
Insulin prom inh: TRM-6 insulin promoter activity inhibition; TRM-6 cells (human fetal islet line), insulin promoter-eGFP reporter, imaging; reporter expression induced with tamoxifen; inhibition, % at 2 µM; hit rate 0.9% among 130,000; AID 1273;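 active means inhibition above the mean plus 3 SD, with well images judged a real hit on visual review, cut at about 60% in these data, passing the limit was not always enough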
SDO1 yeast rescue Rescue 24 h: also measured in SDO1 yeast rescue; calls as there; z-score; S. cerevisiae sdo1-depleted JHY4D growth rescue, OD600; measured here: growth rescue at 24 h;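 0 is the plate mean of compound wells and units are plate SD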
Starred values were filed as active, the others as inactive; . = no result given.

SDO1 yeast rescue	SDO1 yeast rescue Rescue 24 h	Insulin prom inh	canonical_smiles
-0.6	-0.15	-87	COc1ccc(/C=C2\SC(=O)N(CCNC(=O)Cc3coc4cc(C)ccc34)C2=O)cc1OC
0.77	0.08	-210	CC(C)N1CCc2c(sc(NC(=S)NC(=O)c3ccccc3)c2C#N)C1
0.08	0.03	18	CCCCCn1c(SCC(=O)OCC)nc2cc(C(=O)N3CCC(C(N)=O)CC3)ccc2c1=O
1	1.2	-7	Cc1ccc(S(=O)(=O)NC(=O)c2cc(C)n(-c3cc(S(=O)(=O)N4CCOCC4)ccc3N3CCCC3)c2C)cc1
-0.75	-1.1	7	Cc1ccc2nc3c(cc2c1)CN(Cc1ccco1)C(=NCC1CCCO1)S3 (configuration not stated)
-1.3	-0.68	-62	CCC(C)(C)C1CCC(=NNc2nc3ccccc3[nH]2)CC1 (configuration not stated)
0.47	0.63	-7	O=C(Cc1ccccc1)NCCS(=O)c1ccc(Cl)cc1 (configuration not stated)
0.55	0.13	-97	CCOC(=O)c1c(NC(=O)C(C)N2CCN(S(=O)(=O)c3cccs3)CC2)sc2c1CCC(C)C2 (configuration not stated)
0.91	1.2	.	COc1ccc(NC(=O)C2CCCN(S(=O)(=O)c3c(C)n[nH]c3C)C2)cc1 (configuration not stated)
.	.	7	CN(c1ccc(C(=O)NCc2ccc3c(c2)OCO3)cc1)S(=O)(=O)c1ccccc1
-0.2	0.16	.	Cc1cccc(NC(=O)c2ccccc2Br)n1
0.57	0.74	3	Cc1ccc2c(C(=O)CN3CCOCC3)c(C)[nH]c2c1
0.62	0.6	-8	OCCN(Cc1ccccc1)CC1CC2C=CC1C2 (configuration not stated)
.	.	31	Nc1ccc(N2CCN(c3ccccc3)CC2)c(F)c1
0.72	1	10	Cc1cc(Br)ccc1NC(=O)CCN1C(=O)c2ccncc2C1=O
-0.01	0.18	.	Cc1nnc(SCC(=O)N2CCOCC2)n1C
-0.96	-0.82	.	COc1ccc(Cc2nc(C(=O)Nc3ccc(OC)cc3)cs2)cc1
-1.8	-0.95	17	C#CC[N+](C)(C)CCCCCCCCCCCC
0.68	1.7	.	CCc1cccc2c(C(=O)COC(=O)/C=C/c3ccccc3OC)c[nH]c12
0.22	-1.1	14	C=C1N(c2ccc(Cl)cc2)C(=O)OC1(C)C
0.06	-1	-30	CCOC(=O)c1ccc(Nc2cc(C)nc3nc(C)nn23)cc1
-1	-1.3	28	CC(C)C(=O)Nc1ccc(NC(=O)c2cc3ccccc3o2)cc1
2	2.4	-7	O=C(O)/C=C/C(=O)NNC(=O)c1ccc(Br)cc1
0.91	0.66	-3	Cn1c(N)c(C(c2ccccc2)c2c(N)n(C)c(=O)n(C)c2=O)c(=O)n(C)c1=O
0.41	-0.29	32	CC(=O)Nc1ccc(S(=O)(=O)N2CCSC2c2ccccc2)cc1 (configuration not stated)
0.16	-0.7	50	CC/C(=N\NC(=O)c1ccc(N(C)C)cc1)c1ccccc1
.	.	-31	COc1ccc(CNC(=O)CSc2nc3c(c(=O)n(C)c(=O)n3C)n2C)cc1
0.75	0.66	36	COCCN1Cc2cccc(C(=O)Nc3cccnc3)c2C1=O
.	.	13	CC(=O)Nc1cccc2c1C(=O)N(c1cccc(OC(C)=O)c1)C2=O
0.18	-0.45	53	CCn1c(Cn2nnc(-c3ccccc3)n2)nnc1SCC(=O)N1CCOCC1
-1.1	-0.49	-7	C/C=C/c1ccc(OCCN2CCc3ccccc3C2)c(OC)c1
0.12	0.12	-6	N#CCC(=O)N1CCCCCC1
0.36	-0.08	.	COc1ccc(-c2cc(C(=O)NN)n(-c3ccccc3)n2)cc1
-0.85	-0.1	16	CSc1ccc(C(=O)/C=C/c2ccc(N)cc2)cc1
0.78	-0.01	0	O=C(Nc1ccccc1)c1cnc2ccccc2n1
.	.	30	COc1ccc2c(c1)c(=O)oc1c(C)c(OCc3cc(C(=O)O)oc3C)ccc12
.	.	-38	Cc1cc(C)c(C)c(S(=O)(=O)N2CCCCC2C(=O)O)c1C (configuration not stated)
.	.	-61	COc1ccccc1N1CCN(C(=O)CCSCc2ccccc2F)CC1
0.18	-0.51	.	CC1(C)Cc2c(c(-c3ccccc3)nc(N3CCCC3)c2C(N)=O)CO1
-0.78	1.4	8	Cc1ccc(NC(=O)Nc2ccc3c(c2)N(C)C(=O)CS3)nc1

An excerpt of these results, with values under each structure.
Order of values – SDO1 yeast rescue | SDO1 yeast rescue Rescue 24 h | Insulin prom inh
Cc1ccc2c(C(=O)CN3CCOCC3)c(C)[nH]c2c1
  0.57 | 0.74 | 3
OCCN(Cc1ccccc1)CC1CC2C=CC1C2 (configuration not stated)
  0.62 | 0.6 | -8
Nc1ccc(N2CCN(c3ccccc3)CC2)c(F)c1
  . | . | 31
Cc1cc(Br)ccc1NC(=O)CCN1C(=O)c2ccncc2C1=O
  0.72 | 1 | 10
Cc1nnc(SCC(=O)N2CCOCC2)n1C
  -0.01 | 0.18 | .
COc1ccc(Cc2nc(C(=O)Nc3ccc(OC)cc3)cs2)cc1
  -0.96 | -0.82 | .
C#CC[N+](C)(C)CCCCCCCCCCCC
  -1.8 | -0.95 | 17
CCc1cccc2c(C(=O)COC(=O)/C=C/c3ccccc3OC)c[nH]c12
  0.68 | 1.7 | .
C=C1N(c2ccc(Cl)cc2)C(=O)OC1(C)C
  0.22 | -1.1 | 14
CCOC(=O)c1ccc(Nc2cc(C)nc3nc(C)nn23)cc1
  0.06 | -1 | -30
CC(C)C(=O)Nc1ccc(NC(=O)c2cc3ccccc3o2)cc1
  -1 | -1.3 | 28
O=C(O)/C=C/C(=O)NNC(=O)c1ccc(Br)cc1
  2 | 2.4 | -7
Cn1c(N)c(C(c2ccccc2)c2c(N)n(C)c(=O)n(C)c2=O)c(=O)n(C)c1=O
  0.91 | 0.66 | -3
CC(=O)Nc1ccc(S(=O)(=O)N2CCSC2c2ccccc2)cc1 (configuration not stated)
  0.41 | -0.29 | 32
CC/C(=N\NC(=O)c1ccc(N(C)C)cc1)c1ccccc1
  0.16 | -0.7 | 50
COc1ccc(CNC(=O)CSc2nc3c(c(=O)n(C)c(=O)n3C)n2C)cc1
  . | . | -31
COCCN1Cc2cccc(C(=O)Nc3cccnc3)c2C1=O
  0.75 | 0.66 | 36
CC(=O)Nc1cccc2c1C(=O)N(c1cccc(OC(C)=O)c1)C2=O
  . | . | 13
CCn1c(Cn2nnc(-c3ccccc3)n2)nnc1SCC(=O)N1CCOCC1
  0.18 | -0.45 | 53
C/C=C/c1ccc(OCCN2CCc3ccccc3C2)c(OC)c1
  -1.1 | -0.49 | -7
N#CCC(=O)N1CCCCCC1
  0.12 | 0.12 | -6
COc1ccc(-c2cc(C(=O)NN)n(-c3ccccc3)n2)cc1
  0.36 | -0.08 | .
CSc1ccc(C(=O)/C=C/c2ccc(N)cc2)cc1
  -0.85 | -0.1 | 16
O=C(Nc1ccccc1)c1cnc2ccccc2n1
  0.78 | -0.01 | 0
COc1ccc2c(c1)c(=O)oc1c(C)c(OCc3cc(C(=O)O)oc3C)ccc12
  . | . | 30
Cc1cc(C)c(C)c(S(=O)(=O)N2CCCCC2C(=O)O)c1C (configuration not stated)
  . | . | -38

Going on with the list.
SDO1 yeast rescue	SDO1 yeast rescue Rescue 24 h	Insulin prom inh	canonical_smiles
0.53	1.4	50	Cc1ccc(-n2ncc3c(=O)[nH]c(SCC(=O)N4CCN(c5ccccc5)CC4)nc32)cc1
.	.	-7	Cc1cccc(C)c1N(CC(=O)N1CCN(c2ccccc2F)CC1)S(C)(=O)=O
0.05	-1.4	-73	C=CCc1ccccc1OCC(O)CN(CC)CC (configuration not stated)
0.39	-0.02	-2	O=C(NCc1ccc(Cl)cc1)C1CCC(CNc2c(N3CCCCC3)c(=O)c2=O)CC1 (configuration not stated)
0.51	0.7	-109	COCCNS(=O)(=O)c1cc(-c2nn(C)c(=O)c3ccccc23)ccc1C
0.18	0.49	-9	CC(C)(C)OC(=O)NCC12C=CC(O1)C1C(=O)N(Cc3ccccc3)C(=O)C12 (configuration not stated)
-1.6	-0.68	-100	c1ccc(-c2ccc3c(c2)c2c4n3CCN=C4CCC2)cc1
-0.55	0.53	.	CCN1C(=Nc2ccc(Cl)cc2)SC/C1=C\C(=O)OC
0.61	0.53	44	O=C(CSc1ccc2nnc(-c3ccc(F)cc3)n2n1)NCc1ccco1
0.41	-0.32	.	O=C(Cn1ccc2ccccc2c1=O)NCCC(=O)Nc1cccnc1
-0.08	-0.75	.	CC1CCCN(c2ccc(C(=O)NCC3CCCO3)cn2)C1 (configuration not stated)
-0.78	-0.67	15	CC(NS(=O)(=O)c1ccc(F)cc1)C(c1cccs1)N1CCN(C)CC1 (configuration not stated)
.	.	0	Cc1ccc(C)n1-c1ccsc1C(=O)CC#N
0.22	-1	43	Cc1cccc(C(=O)N2CCN(c3ccccn3)CC2)c1
1	0.96	.	COc1ccc(C2OC(=O)CC2C(=O)N2CCN(c3cc(Cl)ccc3C)CC2)cc1OC (configuration not stated)
-0.56	-0.12	6	Cc1ccc2cc3c(NC(=O)C(C)C)nn(C)c3nc2c1

Part of the list above, limited to SDO1 yeast rescue Rescue 24 h and SDO1 yeast rescue.
| Molecule | SDO1 yeast rescue Rescue 24 h | SDO1 yeast rescue |
| --- | --- | --- |
| O=C(Cn1ccc2ccccc2c1=O)NCCC(=O)Nc1cccnc1 | -0.32 | 0.41 |
| CC1CCCN(c2ccc(C(=O)NCC3CCCO3)cn2)C1 (configuration not stated) | -0.75 | -0.08 |

Later entries
SDO1 yeast rescue	SDO1 yeast rescue Rescue 24 h	Insulin prom inh	canonical_smiles
0.13	-0.66	.	O=S1(=O)NC2CCCCCN2c2ccc(F)cc21 (configuration not stated)
.	.	18	Cc1cccc2cc(C#N)c(NCc3ccccc3)nc12
-1.1	-0.85	17	CC(C)(C)NS(=O)(=O)c1ccc(NC(=O)C(Sc2ccccc2)c2ccccc2)cc1 (configuration not stated)
0.84	0.91	-3	c1ccc(C2NCCn3cccc32)cc1 (configuration not stated)
0.74	-0.72	.	C[N+](C)(C)C/C=C1/COCO1
0.89	0.05	.	COc1ccc(CCNS(=O)(=O)c2ccc3c(c2)n(C)c(=O)c(=O)n3C)cc1OC
2.1	2	35	Oc1ccc(O)c(-c2cnns2)c1

The list is partial, so the mix of outcomes need not match the whole.
